Compound activity (PubChem)
TDP1 cell noCPT: qHTS for Inhibitors of human tyrosyl-DNA phosphodiesterase 1 (TDP1): qHTS in cells in absence of CPT; Potency, µM (doses to about 46.2 µM), inactives show top-dose activity change, negative = growth inhibition, most hits filed as inhibitors; actives 15% (n = 420,000); DT40 Tdp1-/- hTDP1 cells, no CPT, ATP luminescence, 48 h; note: nearly all actives have a fitted effect of over 55% in size
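DT40 Tdp1-/-;hTDP1 cells, no CPT (DMSO vehicle only), 400 cells/well; compounds pin-transferred; ≥48 hr, 37 °C; CellTiter-Glo 30 min RT dark, luminescence read.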
KAT2A inh: qHTS Assay for Inhibitors of GCN5L2. Potency, µM (top dose mostly 58.9 µM), for inactives: top-dose activity change, negative = inhibition, hits mostly inhibitors. actives 0.21% (n = 390,000). GCN5L2 HAT assay, ThioGlo1 CoA-SH fluorescence
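Preincubate 20nM GCN5L2 with compound 15 min, RT → add 50uM ThioGlo1 + 75uM H3(1-25) + 70uM acetyl-CoA → read fluorescence 0 and 20 min. Primary qHTS; fluorescent artifacts likely.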
TDP1 inh: qHTS Assay for Inhibitors of Tyrosyl-DNA Phosphodiesterase (TDP1) | recombinant TDP1, AlphaScreen DNA substrate cleavage | actives 0.28% (n = 350,000) | Potency, µM (top dose mostly 130 µM), inactives show at the highest dose activity change, negative = inhibition, actives largely listed as inhibitors; note: nearly all actives have a fitted effect of over 40% in size
Target sequence (Q9NUW8 whole entry, looked up): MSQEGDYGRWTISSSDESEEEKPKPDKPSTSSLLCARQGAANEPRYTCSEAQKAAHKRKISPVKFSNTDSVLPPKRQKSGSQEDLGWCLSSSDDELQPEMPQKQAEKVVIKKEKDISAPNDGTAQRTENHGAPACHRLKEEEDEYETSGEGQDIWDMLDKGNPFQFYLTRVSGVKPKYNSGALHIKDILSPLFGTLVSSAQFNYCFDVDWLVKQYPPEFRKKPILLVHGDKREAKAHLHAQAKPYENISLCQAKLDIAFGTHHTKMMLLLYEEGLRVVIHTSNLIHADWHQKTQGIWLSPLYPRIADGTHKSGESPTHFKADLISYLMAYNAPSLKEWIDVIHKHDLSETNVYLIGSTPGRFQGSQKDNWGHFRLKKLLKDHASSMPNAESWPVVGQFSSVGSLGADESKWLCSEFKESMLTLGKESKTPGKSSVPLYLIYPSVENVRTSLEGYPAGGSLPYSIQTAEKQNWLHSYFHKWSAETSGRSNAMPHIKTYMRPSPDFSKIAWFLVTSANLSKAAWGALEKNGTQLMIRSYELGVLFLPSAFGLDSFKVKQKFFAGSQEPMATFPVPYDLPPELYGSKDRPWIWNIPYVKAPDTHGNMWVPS
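Here, a 5' biotin and 3' phosphotyrosine-FITC DNA oligonucleotide reports Tdp1 activity: intact substrate bridges AlphaScreen beads, while cleavage leaves a 3' phosphate and drops signal. All incubations at room temperature.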
Active calls of the source: *; ? = inconclusive; . = no result given; & = joins results of further samples; [ ] = dose if it differs, or a comment. Calls come from the whole dose curve; as a rule, active = well fitted curve in the direction sought with a large enough effect; inconclusive = small, poorly fitted or top-dose-only effect, or another doubt; inactive = no such curve, though single readings can be large; an effect the other way counts as inactive or inconclusive. % is set by controls: 0 for no effect and ±100 for the full control effect; potency is the fitted concentration of half-maximal effect. Only part of the results is shown; count on the stated rates, not on these rows.

SMILES	TDP1 cell noCPT	KAT2A inh	TDP1 inh
CCOc1ccc(NC(=O)c2cccc(NC3=NC4CS(=O)(=O)CC4S3)c2)cc1 (centres undefined)	13%	-5%	.
CCOc1ccc(OCC(=O)NCCS(=O)(=O)N2CCN(c3ccc(F)cc3)CC2)cc1	-3%&-21%	-2%&2%	0%&-1%
Cc1ccnc2nc(C(=O)OCC(=O)NCCc3ccc(Cl)cc3)nn12	-13%	24%	5%
Cc1cccc(OC(=O)c2snnc2C)c1C	0%	-1%	-9%
O=C(Nc1nnc(-c2ccc(F)cc2)o1)c1cc(Cl)sc1Cl	21µM*	-3%	8%
S=C(NC1CCCCC1)N1CCN(Cc2ccccc2)CC1	-11%	2%	3%
O=C(COC(=O)c1ccc(OC(F)F)cc1)NC(=O)NC1CCCC1	3%	-6%	0%
CCOc1ccc(C(C(=O)NCC2CCCO2)N(C(=O)c2snc(C(N)=O)c2N)c2ccccc2F)cc1 (centres undefined)	?	-7%	.
O=C(N1CCOCC1)N1CCN(c2nc(-c3ccccc3)cs2)CC1	?	-4%	12%
Cc1onc(-c2ccccc2)c1C(=O)N/N=C/C=C/c1ccccc1	?	-8%	3%
N#C/C(=C\C=C\c1ccccc1)C(=O)NCc1ccco1	?	-4%	8%
Cc1cc(C(=O)NNC(=S)Nc2cccc(C(F)(F)F)c2)nn1C	?	-3%	1%
CCCC(=O)Nc1ccc2c(c1)nc(CCNC(=O)c1ccccc1)n2C	-4%	-10%[0.501 µM]	2%
CCOC(=O)c1cnc2c(c(C)nn2CC)c1Cl	?	-5%	5%
COc1ccc(C(=O)C2CCCN(C(=O)Cc3c(C)noc3C)C2)cc1OC (centres undefined)	10%	-5%	6%
CN(C)c1ccc(CN(C(=O)/C=C/c2ccco2)C2CCS(=O)(=O)C2)cc1 (centres undefined)	-7%	-15%	5%
O=C1[C@H]2CCCC[C@H]2C(=O)N1CCCCN1CCN(c2nsc3ccccc23)CC1	13µM*	22%	2%
Cc1nnsc1Sc1cccc(C(F)(F)F)c1	-6%	-10%	6%
Cc1ccc(-c2cnc3ccccc3n2)cc1C	-26%	0%	.
COC(=O)c1ccc2nc(NC(=O)COC(=O)CSc3nc(C)cc(C)n3)sc2c1	-7%	-1%	2%

Full records from above:
`COc1ccc(C(=O)C2CCCN(C(=O)Cc3c(C)noc3C)C2)cc1OC` (centres undefined) is entered as TDP1 cell noCPT: 10%; KAT2A inh: -5%; TDP1 inh: 6%
`Cc1ccc(-c2cnc3ccccc3n2)cc1C` is entered as TDP1 cell noCPT: -26%; KAT2A inh: 0%; TDP1 inh: .

Part of the list above, bar-delimited:
molecule | TDP1 cell noCPT | KAT2A inh | TDP1 inh
Cc1onc(-c2ccccc2)c1C(=O)N/N=C/C=C/c1ccccc1 | ? | -8% | 3%
N#C/C(=C\C=C\c1ccccc1)C(=O)NCc1ccco1 | ? | -4% | 8%
Cc1cc(C(=O)NNC(=S)Nc2cccc(C(F)(F)F)c2)nn1C | ? | -3% | 1%
CCCC(=O)Nc1ccc2c(c1)nc(CCNC(=O)c1ccccc1)n2C | -4% | -10%[0.501 µM] | 2%
CCOC(=O)c1cnc2c(c(C)nn2CC)c1Cl | ? | -5% | 5%
COc1ccc(C(=O)C2CCCN(C(=O)Cc3c(C)noc3C)C2)cc1OC (centres undefined) | 10% | -5% | 6%

Next section
SMILES	TDP1 cell noCPT	KAT2A inh	TDP1 inh
CCC1CCCCN1CCCNC(=O)Cn1nc(C)n2nc(-c3ccccc3)cc2c1=O (centres undefined)	1%	-3%	2%
COC(=O)[C@H](CCSC)NC(=O)Nc1ccc(C(C)=O)cc1	-9%	-2%	-2%
CCOC(=O)C1CCN(C(=O)c2cccnc2Oc2ccc(Cl)cc2)CC1	?	0%	.
CCCCCC(=O)N/N=C(\C)c1ccccn1	5.8µM*	0%	6%
CCOC(=O)CNC(=O)C1CCN(S(=O)(=O)c2ccc(-c3nn[nH]n3)cc2)CC1	-8%	-1%	11%
O=C(Nc1cccc(-c2nc3ncccc3o2)c1)c1sc2ccccc2c1Cl	?	-13%	4%
CC(C#N)(NC(=O)CN1CCN(S(=O)(=O)c2ccccc2C#N)CC1)C1CC1 (centres undefined)	-27%	3%	1%
Cc1ccc(S(=O)(=O)n2cnc3cc([N+](=O)[O-])ccc32)cc1C	-25%	?	5%
COCCCN1C(=O)N(c2ccccc2)C(=O)C1CC(=O)Nc1ccccc1 (centres undefined)	1%	9%	.
C/C(=N\NC(=O)c1cc(Br)ccc1O)c1cccs1	-24%	-6%	8%
Cc1ccc(C)c(S(=O)(=O)n2nc(C)c(S(=O)(=O)N3CCCCCC3)c2C)c1	6%	-15%	7%
CC(C)NC(=O)c1onc(CSc2ccc(C(C)C)cc2)c1C(=O)O	?	-3%	4%
CCOc1ccc(CC(=O)N/N=C/c2cccnc2)cc1OCC	24%	-7%	6%
CC(C)n1nc(C(=O)OCC(=O)N2CC(=O)Nc3ccccc32)c2ccccc2c1=O	-22%	-6%	6%
CCCOc1ccc(-c2nnc(N)s2)cc1	-1%	-5%	1%
CC(=O)NS(=O)(=O)c1ccc(N=NN2CCCCCC2)cc1	-10%	-6%	1%
Cc1cccc(N2C(=O)CSC23C(=O)N(CC(=O)NCCc2ccccc2)c2ccccc23)c1 (centres undefined)	?	-2%	1%
CCc1ccc(NC(=O)CCn2c(-c3ccc(OC)cc3)cc(C(C)=O)c2C)cc1	16µM*	-10%	7%
O=C(Cc1ccccc1)Nc1ccc(NC(=O)c2ccc(Br)cc2)cc1	-9%	8%	.
Cc1cc(NC(=O)CSc2nnc(NC(=O)C3CC(=O)N(c4ccccc4C)C3)s2)no1 (centres undefined)	-10%	-1%	3%

By substructure: those above containing a thiophene ring, fused or not.
SMILES	TDP1 cell noCPT	KAT2A inh	TDP1 inh
O=C(Nc1nnc(-c2ccc(F)cc2)o1)c1cc(Cl)sc1Cl	21µM*	-3%	8%
O=C(Nc1cccc(-c2nc3ncccc3o2)c1)c1sc2ccccc2c1Cl	?	-13%	4%
C/C(=N\NC(=O)c1cc(Br)ccc1O)c1cccs1	-24%	-6%	8%

Later entries
SMILES	TDP1 cell noCPT	KAT2A inh	TDP1 inh
Cc1ccc(Nc2nc3nonc3[nH]c2=O)cc1Cl	26µM*	-5%	5%
CCc1ccc2nc(N3C(=O)c4oc5ccccc5c(=O)c4C3c3ccc(OC)c(OC)c3)sc2c1 (centres undefined)	.	-5%	-3%
Cc1ccccc1NC(=O)CSc1nnc(C)c2ccccc12	8%	-7%	0%
CCCNS(=O)(=O)/C=C/c1ccccc1	2%	-6%	-3%
COc1ccccc1NC(=O)C1CCCN(S(=O)(=O)c2ccc(-n3cnnn3)cc2)C1 (centres undefined)	-25%	-5%	.
Cc1ccc(N2CCN(S(=O)(=O)c3cccc4ccccc34)CC2)cc1Cl	-21%	-4%	3%
CC1=C(c2ccc(C)cc2)[N+](=O)C(C)(C)N1[O-]	-11%	-2%	6%
Clc1ccc(COn2c(-c3ccc(Cl)cc3)nc3ccccc32)cc1	?	1%	0%
O=C1c2ccc(Oc3ccc4c(c3)C(=O)N(CCCO)C4=O)cc2C(=O)N1CCCO	-21%	?	8%
CCCOc1ccc(/C=C/C(=O)Nc2ccc([N+](=O)[O-])cc2C)cc1	-15%	2%	2%
CCCCn1c(CN(C)Cc2ccccc2)nc2c1c(=O)n(C)c(=O)n2C	4.1µM*	-3%	-3%
CCOc1ccc(-n2c(Cc3cc(=O)[nH]c(=O)[nH]3)nnc2SCC(N)=O)cc1	-6%	0%	.
O=C(NCCc1ccccn1)c1cccc(S(=O)(=O)N2CCCCCC2)c1	-23%	.	1%
O=C(Nc1ccccc1)c1ccc(S(=O)(=O)N2CCCC2)cc1	-28%	-8%	2%
Cc1cc(NC(=O)CCC(=O)N(c2ccccc2)C(C(=O)NC2CCCC2)c2ccccc2F)no1 (centres undefined)	?	-2%	.
Cc1nc2cc(NC(=O)c3ccc(S(=O)(=O)N(C)c4ccccc4)cc3)ccc2o1	16µM*	-5%	8%
CCOC(=O)C(CC)(CCC(=O)OC)c1csc(Nc2ccccc2O)n1 (centres undefined)	.	10%	6%
CCOC(=O)Cc1csc(NC(=O)/C=C/c2ccc(Cl)cc2)n1	?	-20%	-2%
CCOC(=O)C1CCN(S(=O)(=O)c2cnc[nH]2)CC1	4%	-3%	7%
COc1ccc2c(=O)c3c(=O)n(Cc4ccco4)c(-c4ccc(C)cc4)nc3oc2c1	?	-19%	5%

Compounds from the list above that contain a furan ring, fused or not (3):
SMILES	TDP1 cell noCPT	KAT2A inh	TDP1 inh
N#C/C(=C\C=C\c1ccccc1)C(=O)NCc1ccco1	?	-4%	8%
CN(C)c1ccc(CN(C(=O)/C=C/c2ccco2)C2CCS(=O)(=O)C2)cc1 (centres undefined)	-7%	-15%	5%
COc1ccc2c(=O)c3c(=O)n(Cc4ccco4)c(-c4ccc(C)cc4)nc3oc2c1	?	-19%	5%

More compounds
SMILES	TDP1 cell noCPT	KAT2A inh	TDP1 inh
Cc1ccnc(NC(=O)C2(c3cccs3)CCOCC2)c1	-2%	-4%	3%
c1cncc(-c2noc(C34CC5CC(CC(C5)C3)C4)n2)c1	-28%	2%	5%
O=C(NC1CCCC1)C(c1ccc(F)cc1)N(C(=O)c1csnn1)c1ccccc1F (centres undefined)	-17%	-1%	3%[0.0935 µM]
COc1ccc(C2c3ccc(O)cc3Oc3ncn4nc(-c5ccco5)nc4c32)cc1OC (centres undefined)	?	-6%	3%
O=C(Nc1cc(Cl)ccc1Cl)c1ccc(OC(=O)c2ccco2)cc1	?	0%	5%
Cc1cc(=O)oc(C)c1C(=O)NCc1ccc(F)cc1	2%	2%	0%
CCN(c1ccc(NC(=O)CSCc2c(C)noc2C)cc1)C(C)C	-17%	-4%	3%
Cn1cc([N+](=O)[O-])c(C(=O)Nc2ccc(C3CCCCC3)cc2)n1	-18%	0%	5%
COc1ccc(C)cc1N(CC(=O)O)S(=O)(=O)c1ccc(C)cc1	-1%	-9%	3%
COc1cc(C(=O)OCC(=O)NC(=O)NC2CCCCC2)cc(Cl)c1OC	-26%	-6%	.
CC(C)C(=O)NC(c1ccccc1Cl)c1c(O)ccc2ccccc12 (centres undefined)	-27%	-7%	3%
CC(C)c1cccc(C(C)C)c1OC(=O)[C@H]1OC(C(C)(C)C)=C[C@@H]1c1ccccc1	-25%	4%	-1%
Cc1[nH]c(C)c(S(=O)(=O)N2CCCCC2)c1C(=O)N1CCCC1	26%	1%	4%
Cc1ccc(-n2c(SCC(=O)N3CCCc4ccccc43)nc3c([nH]c4ccccc43)c2=O)cc1	-20%	-8%	5%
O=C(O)c1cc(-c2ccc3ccccc3n2)nc2ccccc12	?	9%	.
O=C(Nc1cccc(Cl)c1)c1ccccc1NC(=O)C1CCCCC1C(=O)O (centres undefined)	-28%	0%	.
Cc1cc(Oc2ccc(N)cn2)cc(C)c1Cl	-7%	-15%	5%
Cn1c(CNC(=O)Cc2ccc3c(c2)OCO3)nnc1SCc1ccccc1	-23%	-2%	3%
CN(CC(=O)Nc1ccccc1C(=O)NC1CC1)Cc1ccc(N(C)C)cc1	7%	-1%	3%
COC(=O)c1c(N)sc(C(=O)N2CCOCC2)c1C	-12%	2%	7%
CCCCCc1ccc(CC(=O)O)cc1	-11%	-9%	1%
CCOC(=O)c1cnc2ccc(OC)cc2c1Nc1ccc(N2CCN(C)CC2)cc1	21µM*	-3%	.
Cc1cc(C)cc(OCC(=O)OCC(=O)c2cc(C)n(C3CC3)c2C)c1	-4%	-19%	3%[56.1 µM]
COCc1nnc(NC(=O)c2cc(OC)c(OC)c(OC)c2)s1	-7%	-8%	.
COc1cccc(CNC(=O)Cn2ncn3nc(-c4cccs4)cc3c2=O)c1	?	0%	9%
O=C(NNC(=O)c1cccc2ccccc12)c1ccc2c(c1)OCO2	?	3%	3%
O=C(Cn1nnc(-c2ccccc2Cl)n1)Nc1cccc(S(=O)(=O)N2CCCC2)c1	21µM*	-11%	1%
Cc1ccc(NCC(=O)N/N=C\c2cccc(O)c2)cc1	-2%	-3%	3%
CNS(=O)(=O)c1cn(CC(=O)N2CCN(c3cccc(Cl)c3)CC2)cc1S(=O)(=O)NC	26µM*	-7%	-3%
CCOC(=O)C1CCN(c2ccc(C(N)=O)cc2[N+](=O)[O-])CC1	?	-6%	5%
O=Cc1cccn1-c1sc2c(c1C(=O)O)CCCC2	0%	0%	-2%
Cc1cc(=O)[nH]c(=S)n1-c1ccccc1	-2%	-20%	-1%
O=C(Nc1ccc(Cl)cc1)C1CCCN1C(=O)NCc1ccccc1 (centres undefined)	-6%	-10%	6%
c1ccc2nc(N3CCOCC3)c(N3CCOCC3)nc2c1	-21%	2%	-1%
COc1cc(CN2CCN(c3cccc(Cl)c3)CC2)cc(OC)c1OC	5.8µM*	-3%	-10%[56.1 µM]
CSc1ccccc1NC(=O)c1c(C)noc1C	-24%	1%	-5%
Cc1cccc(C(=O)N2CCN(c3ncnc4c3cnn4-c3ccccc3)CC2)c1	?	-4%	2%
CCC(C(=O)NCc1ccc2c(c1)CCN2C(=O)c1ccc(F)cc1)c1ccccc1 (centres undefined)	1%	-13%	7%
